Compound activity (PubChem BioAssay)
Shn3 inh set2 – reduction of Shn3 3'UTR firefly luciferase signal, primary screen, Schnurri-3 inhibitor project, cell-based, Clone20 osteoblasts, set 2; Clone20 osteoblast Shn3 3'UTR firefly luciferase, 24 h; inhibition, % at 12.5 µM; hit rate 0.52% among 360,000;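 active = mean inhibition of at least 75% with every replicate also reaching 75%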;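 note: 0% = median of neutral control wells and 100% = pilot-screen positive control compound; some compounds past the cut are filed as inactive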
HIF-2a inh – HIF-2a reporter inhibitors, primary screen, luminescence, 786-0 RCC cells. 786-0 RCC cells HIF-2a reporter, luciferase luminescence, overnight. hit rate 0.72% among 360,000. inhibition, % at 18.8 µM;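 active = inhibition of the luminescence signal of 40% or more relative to plate controls, in a single-dose primary screen at 18.75 µM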
iPSC survival up – enhancers of single-cell hiPSC survival, primary screen, ATPlite luminescence; 100% = ROCK inhibitor wells, 0% = DMSO; survival enhancement, % at 20 µM; hit rate 0.044% among 360,000; AID 602274, 2012; in the data active = survival enhancement above about 18%;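 note: cells exposed to compounds for 16 hours before the ATP read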
NR2E3 ag-1 – inhibitors of NR2E3-RetCOR corepressor binding, primary screen, NR2E3 agonist project, biochemical, TR-FRET, GST-NR2E3, biotin-RetCOR; Photoreceptor-specific nuclear receptor (Homo sapiens), Q9Y5X4; 1536-well; inhibition of corepressor binding, % at 4.78 µM; hit rate 0.12% among 320,000; AID 2300, 2010;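 active = percent inhibition above the cutoff of mean plus 3 SD of all tested compounds, set per screening campaign, cut at about 20% in these data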;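 note: 0% = DMSO wells and 100% = biotin wells as full block of FRET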
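Assay system: NR2E3–RetCOR corepressor complex. Quantity: 1.35 nM GST-NR2E3. Buffer or medium: pH 7.5 Tris-based buffer. Reagent: biotinylated RetCOR corepressor at 7 nM final. Schedule: 5 h at 4 °C. Detection: TR-FRET, emission read at 617 and 671 nm. Replicates: one well per compound, singlicate testing.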
Peg3 prom inh – Peg3 promoter-driven luciferase inhibitors, primary screen, cell-based, HeLa, luciferase luminescence | inhibition, % at 20 µM | HeLa PEG-Prom luciferase reporter, overnight | hit rate 1.7% among 360,000;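 active = inhibition of at least 50% at 20 µM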
HTR2A ag – mouse Htr2a agonists via beta-arrestin recruitment, primary screen, cell-based, luminescence; hit rate 0.66% among 360,000; CHO-K1 mHTR2A beta-arrestin complementation; percent of 30 µM serotonin response; activation, % at 7.6 µM; 5-hydroxytryptamine receptor 2A (Mus musculus), P35363;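 active = activation above a run cutoff, the mean activation of all tested compounds plus 3 SD, cut at about 14% in these data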;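 note: 0% = plate median of compound wells and 100% = 30 µM serotonin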
Target sequence (P35363 whole entry, looked up): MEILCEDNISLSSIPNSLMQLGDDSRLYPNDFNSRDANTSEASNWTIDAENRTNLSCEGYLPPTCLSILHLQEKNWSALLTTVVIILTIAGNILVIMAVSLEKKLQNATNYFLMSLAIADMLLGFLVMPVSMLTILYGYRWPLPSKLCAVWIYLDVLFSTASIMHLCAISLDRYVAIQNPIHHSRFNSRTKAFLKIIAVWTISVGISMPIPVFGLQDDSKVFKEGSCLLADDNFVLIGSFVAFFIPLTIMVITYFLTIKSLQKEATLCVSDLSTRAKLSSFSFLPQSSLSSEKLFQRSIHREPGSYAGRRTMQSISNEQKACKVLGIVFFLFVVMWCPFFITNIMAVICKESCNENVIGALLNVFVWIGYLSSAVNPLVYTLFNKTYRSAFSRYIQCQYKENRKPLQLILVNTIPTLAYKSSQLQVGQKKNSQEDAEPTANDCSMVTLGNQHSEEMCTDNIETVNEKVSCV
CaV13 FRET inh – Primary screen for inhibitors of IQ motif and Ca2+-dependent inactivation inhibitor domain binding in CACNA1D, Förster resonance energy transfer in living cells, …; HEK cells, CFP/YFP FRET ICDI-IQ, plate reader, 10 min; percent FRET-ratio fall versus neutral wells; inhibition, % at 12.3 µM; hit rate 0.098% among 340,000; AID 743397;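 active = mean replicate inhibition of at least 30% and at least 1% of replicates passing that level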;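 note: 0% = median of the neutral control wells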
Cardio protect – cardioprotection against H2O2-induced cell death, primary screen, uHTS, H9c2 cells, ATPLite luminescence; hit rate 0.63% among 360,000; AID 588492, 2011; H9c2 cardiomyocytes, H2O2 injury protection, 2 h; protection from H2O2 cell death, % at 20 µM;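 active = compounds giving at least 50% protection of heart cells from peroxide-induced death in the single-dose screen, raw or plate-pattern-corrected value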;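 note: 0% = DMSO wells with peroxide and 100% = DMSO wells without peroxide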
PDI inh – inhibitors of human PDI, primary screen, biochemical, turbidity, single point, plate reader; Protein disulfide-isomerase (Homo sapiens), P07237; PDI insulin aggregation turbidity, A650, 90 min; inhibition, % at 10 µM; hit rate 0.052% among 350,000;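 active = mean inhibition across replicates of 30% or more, whatever share of single replicates reach that level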;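 note: absorbance from insulin aggregation driven by PDI reduction with DTT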
Target sequence (P07237 whole entry, looked up): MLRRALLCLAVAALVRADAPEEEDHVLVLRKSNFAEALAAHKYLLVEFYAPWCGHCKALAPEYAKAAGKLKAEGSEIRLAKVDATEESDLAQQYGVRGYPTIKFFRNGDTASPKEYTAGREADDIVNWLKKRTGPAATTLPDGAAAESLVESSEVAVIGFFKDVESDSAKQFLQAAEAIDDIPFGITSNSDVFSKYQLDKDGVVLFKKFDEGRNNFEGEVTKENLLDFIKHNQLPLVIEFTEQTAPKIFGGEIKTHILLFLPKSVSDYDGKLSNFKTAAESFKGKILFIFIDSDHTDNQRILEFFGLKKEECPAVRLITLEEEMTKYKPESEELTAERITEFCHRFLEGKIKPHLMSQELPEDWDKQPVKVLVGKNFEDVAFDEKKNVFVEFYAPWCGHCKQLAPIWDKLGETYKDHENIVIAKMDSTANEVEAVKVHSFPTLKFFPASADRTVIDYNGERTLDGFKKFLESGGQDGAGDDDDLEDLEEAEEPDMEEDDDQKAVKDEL
NR2E3 ag-2 – NR2E3 agonists in two-hybrid cells, primary screen, cell-based, luminescence, CHO-S, Gal4-NCOR/VP16-NR2E3; Photoreceptor-specific nuclear receptor (Homo sapiens), Q9Y5X4; inhibition of corepressor binding, % at 3.98 µM; AID 602229, 2012; luciferase; hit rate 0.35% among 360,000;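 active = inhibition above the mean of all tested compounds plus 3 SD, cut at about 70% in these data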;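 note: 0% = DMSO with NR2E3 transfected cells and 100% = cells lacking NR2E3 construct; higher means lower luciferase signal from less NR2E3 corepressor binding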
MITF TRPM1 inh – inhibitors of MITF-dependent TRPM1 promoter reporter, primary screen, cell-based, SK-MEL-5, single point, luciferase. SK-MEL-5 TRPM1 promoter luciferase, 24 h. inhibition, % at 12.5 µM. hit rate 0.83% among 330,000;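 active = mean inhibition across replicates of 60% or more, whatever share of single replicates reaches that level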; note: values of inactives mirror those of a sister screen read the other way
Numbers without * were called inactive; nt = no result given. Hits appear at their usual frequency. Share with any hit: about 3.9%.

SMILES	Shn3 inh set2	HIF-2a inh	iPSC survival up	NR2E3 ag-1	Peg3 prom inh	HTR2A ag	CaV13 FRET inh	Cardio protect	PDI inh	NR2E3 ag-2	MITF TRPM1 inh
O=C(c1ccccc1F)N1CCN(S(=O)(=O)c2ccc3ccccc3c2)CC1	9	10	0.1	-1	20	2	8	-10	0	0	2
COc1ccc(NS(=O)(=O)c2cccc(C(=O)NCC(c3ccc(OC)cc3)N3CCCC3)c2)cc1 (configuration not stated)	-7	-2	0.8	1	-3	-18	-16	7	-33	13	-8
CCOC(=O)[C@]12CCC=C1N(CCC1=CCCCC1)C(=O)[C@H](CC(=O)NCCCCc1ccccc1)C2	nt	3	-0.7	nt	nt	-7	-3	nt	nt	-1	nt
COC(=O)C1=C(N)Oc2cc(C)n(Cc3cccnc3)c(=O)c2C1c1ccccc1OC (configuration not stated)	-5	13	4.9	3	3	0	nt	7	9	-11	-15
Cc1ccc(C2(C)NC(=O)N(CC(=O)NC(C)c3ccccc3)C2=O)cc1 (configuration not stated)	14	8	0.7	-1	-3	0	-5	-2	-1	-10	6
C[C@@H](O)Cc1cn(CC(=O)NCCCCCCCCCCC(=O)N2CCNCC2)nn1	7	9	-2.0	2	2	3	-12	-8	0	-51	-15
CC(=O)c1c(OC(=O)c2ccccc2Br)ccc2c(C)cc(=O)oc12	-10	17	-0.4	0	17	5	-3	27	4	-6	1
O=C(COC(=O)CNC(=O)c1ccccc1)NC1CCCC1	9	10	-0.4	nt	-2	0	-7	-5	1	-15	-1
COc1cccc(-c2nc(N3CCN(C)CC3)c3ccccc3n2)c1O	-8	-35	0.6	-1	39	-7	-3	51*	4	-62	21
CCOc1ncccc1C(=O)OCC(=O)c1c[nH]c2ccccc12	-20	8	-0.1	1	-40	1	-5	8	-6	-20	2
CCOc1ccc(NC(=O)Nc2ccccc2C(N)=O)cc1	3	2	-0.7	-2	-1	4	0	-2	-20	13	13
CC1=NN(S(=O)(=O)c2ccc(C)cc2)C(=O)c2ccccc2O1	7	-2	-0.7	-3	26	-2	-2	0	2	-17	8
Cc1ccc2c(c1)N(CCCC(=O)Nc1cccc(C(F)(F)F)c1)C(=O)CO2	-7	-9	0.3	0	2	-14	-7	-3	5	-27	-2
Cc1cccc(NC(=O)CNC(=O)c2ccc3c(c2)OCO3)n1	-4	-1	0.4	0	13	-8	-5	1	-5	6	5
COc1cc(N(C)C)c([N+](=O)[O-])cc1C(=O)NC(C)CNc1ccc([N+](=O)[O-])cc1Cl (configuration not stated)	16	3	0.4	-1	21	-4	-8	32	-1	-11	-17
CNC(=O)c1ccccc1NC(=O)c1ccc(C)c(S(=O)(=O)N2CCCCC2)c1	-8	-8	1.6	1	5	8	nt	-9	-3	-20	1
Cc1cc(C)cc(CC(=O)N2CCC2(C)C(=O)NS(=O)(=O)c2ccc(C(C)(C)C)cc2)c1 (configuration not stated)	-21	-7	-2.1	nt	-2	0	-5	10	14	35	nt
COc1cc(NC(=O)CSc2nc(=O)n(CCCN3CCOCC3)c3c2CCC3)cc(OC)c1	-1	0	-0.2	2	6	-1	-14	4	-29	-13	5
CCN(CC)c1ccc(NC(=O)Cn2nnc(-c3cccc(OC)c3OC)n2)c(C)c1	9	9	-0.4	-4	8	-4	-6	-7	-2	13	15
CC1CC(NC(=O)Cc2ccc(Br)cc2)CC(C)(C)C1 (configuration not stated)	19	26	4.7	5	21	-10	-4	-4	-5	-25	2
COc1ccc(-c2csc(C(C)(O)c3ccc(F)c(F)c3)n2)cn1 (configuration not stated)	-2	-6	-2.3	nt	10	2	-3	-3	10	0	nt
C[C@H](CO)N1C[C@H](C)[C@H](CN(C)Cc2ccncc2)Oc2ncc(Br)cc2C1=O	3	-2	-0.1	nt	-5	5	-6	15	17	-10	nt
Cc1cccc(C)c1NC(=O)CN1CCCC1	-20	2	0.1	nt	5	-5	-4	2	-6	-3	4
C/C(CC(=O)Nc1cccc(F)c1)=N\NC(=O)C(=O)NC1CCCCC1	-15	5	3.7	3	6	-4	9	-2	-1	-7	9
CCOCCCNC(=S)N1CCCN(c2nc3cc(C)c(C)cc3cc2C#N)CC1	21	-1	2.3	-1	0	2	94*	-20	16	5	-4
CC(C)(C)NC(=O)C1c2ccccc2OCC(=O)N1Cc1ccco1 (configuration not stated)	nt	-2	-0.3	nt	nt	-2	-1	nt	nt	-6	nt
COc1ccc(N2C(=O)C(CC(=O)Nc3ccccc3)N(Cc3ccccn3)C2=S)cc1 (configuration not stated)	8	11	1.5	1	0	1	-5	1	7	-11	-2
Cc1nc2scc(-c3ccc(Cl)cc3)c2c(=O)o1	-24	-67	0.1	1	-44	3	-8	0	0	-23	-3
CCN(Cc1nc2ccccc2c(=O)[nH]1)Cc1cc(=O)oc2cc(OC)ccc12	-34	18	3.4	-2	2	2	-4	20	3	2	-1
C=CC[C@H](CC(=O)OC(C)(C)C)C(=O)OC[C@@H]1CCCN1C(=O)[C@H](CC=C)CC(=O)N[C@H](CO)Cc1ccccc1	31	-9	-0.1	nt	-2	2	-6	-10	0	-1	10
C#CCOCCOCCOCCNc1nc(N2CCN(C(=O)CCCCCCCCCCNC(=O)[C@H](CCCCN)n3cc(CCCC(=O)O)nn3)CC2)nc(N2CCN(C(=O)CCCCCCCCCCNC(=O)[C@H](CCCN=C(N)N)n3cc(C[C@@H](C)CC)nn3)CC2)n1	15	-21	8.5	2	-8	4	nt	-4	1	-18	30
Cn1c(C(=O)NCCN2CCN(Cc3ccccc3)CC2)cc2c(=O)n(C)c3ccccc3c21	-27	-9	-0.4	-2	2	-5	-1	14	nt	-4	-5
O=C(COC(=O)C1CCN(S(=O)(=O)c2ccc3c(c2)OCCO3)CC1)NC1CCCCC1	7	15	-0.1	3	-9	-1	-1	-1	13	-15	5
CC(C)CNC1=CC(=O)CC(c2ccco2)C1 (configuration not stated)	7	8	5.7	2	8	5	-4	-2	2	9	-19
CC1(Cc2ccc(C(F)(F)F)nc2)C(=O)Nc2cc(-c3ccccc3Cl)ccc21 (configuration not stated)	-8	-9	2.2	nt	1	-6	-5	-2	1	-9	nt
CCc1noc(C)c1C(=O)Nc1cc(S(=O)(=O)N2CCOCC2)ccc1OCC(F)(F)F	-6	8	-0.4	1	5	2	-2	-2	-4	5	0
COCc1nnc(NC(=O)c2cc(C(=O)OC)cc([N+](=O)[O-])c2)s1	3	15	-1.1	4	-10	1	-3	3	-8	-3	10
CC(Cn1cncn1)NC(=O)c1cc(COc2cccc(C(F)(F)F)c2)on1 (configuration not stated)	-18	-30	0.1	0	-23	5	-3	6	-2	-27	7
O=c1oc2c(CN3CCOCC3)c(O)ccc2c2c1CCC2	15	19	-1.9	1	11	-5	-5	-4	9	-24	8
COc1ccccc1N1CCN(CCC(=O)Nc2cccc(F)c2)CC1	12	-6	-0.4	nt	-9	-18	-3	7	-2	-21	nt

Structures listed so far shown as hits in CaV13 FRET inh.
molecule	Shn3 inh set2	HIF-2a inh	NR2E3 ag-1	Peg3 prom inh	HTR2A ag	CaV13 FRET inh	PDI inh	NR2E3 ag-2	MITF TRPM1 inh
CCOCCCNC(=S)N1CCCN(c2nc3cc(C)c(C)cc3cc2C#N)CC1	21	-1	-1	0	2	94*	16	5	-4

New compounds follow
SMILES	Shn3 inh set2	HIF-2a inh	iPSC survival up	NR2E3 ag-1	Peg3 prom inh	HTR2A ag	CaV13 FRET inh	Cardio protect	PDI inh	NR2E3 ag-2	MITF TRPM1 inh
O=C(CN1CCN(Cc2ccc(F)cc2Cl)C1=O)NCCCN1CCOCC1	3	12	-0.1	1	14	1	-6	6	0	-2	4
Cc1ccc(NC(=S)NC(NC(=O)N(C)C)C(Cl)(Cl)Cl)cc1 (configuration not stated)	1	11	-2.0	0	1	-1	-2	18	16	2	-5
Cc1ccc(NC(=O)C2C3C=CC4(O3)C2C(=O)N(CCCN2CCCCC2)C4C(=O)NC2CCCCC2)cc1Cl (configuration not stated)	0	1	-0.2	5	-7	-6	-3	4	0	2	-3
O=C(N/N=C/c1cc(Cl)c(O)c(Cl)c1)c1cc2c(ccc3ccccc32)o1	-15	-103	2.4	7	-77	-4	-12	5	-3	-24	-34
CC1=C(C(=O)Nc2ccccc2C)C(c2cccnc2)n2nc(CCCO)nc2N1 (configuration not stated)	2	14	1.2	6	15	0	-5	2	0	14	-5
O=S(=O)(Nc1ncccn1)c1ccc(NC(=S)N2CCN(Cc3ccc(F)cc3Cl)CC2)cc1	5	8	1.8	2	5	-2	-12	1	-2	-14	5
COc1ccc(-c2cnc3c(NC(C)=O)cc(-c4ccc(C(=O)N5CCOCC5)cc4)cn23)cc1OC	5	41*	-2.3	nt	30	15*	-4	43	-25	-19	nt
CC(C)C(C)NC(=O)COC(=O)C1CCN(S(=O)(=O)c2ccc3c(c2)OCCO3)CC1 (configuration not stated)	-6	9	1.7	2	-4	0	-1	1	5	3	2
CCn1c(=O)n(CC)c2cc(N3CCCC3)c(NC(=O)c3cc(Cl)ccc3OC)cc21	-3	25	0.4	2	39	9	-6	26	2	-30	6
COC(=O)C(NC(=O)CCC(=O)N[C@@H](C(=O)OC)c1ccccc1)c1ccccc1 (some centres not stated)	2	5	2.7	3	0	-3	-10	14	3	-21	-9
C[C@@H]1CCCCO[C@@H](CN(C)S(=O)(=O)c2ccc(F)cc2)[C@@H](C)CN([C@H](C)CO)C(=O)c2cc(N(C)C)ccc2O1	-8	7	-1.7	nt	11	0	-9	-1	1	-15	nt
COCCn1c(SC(C(=O)Nc2cc(C)ccc2OC)c2ccccc2)nnc1-c1ccc(Cl)cc1 (configuration not stated)	-16	20	-0.8	1	9	5	-3	4	-10	-3	-12
COc1cccc(C2CC(C(F)(F)F)n3ncc(C(=O)Nc4c(C)n(C)n(-c5ccccc5)c4=O)c3N2)c1 (configuration not stated)	18	10	0.4	0	9	6	0	0	-2	28	10
COC(=O)c1cccc(NC(=O)CCSc2ccc(Cl)cc2)c1C	-15	25	-3.3	2	6	0	nt	2	-4	-8	2
CCOc1ccc(C(=O)Nc2cccc(-c3ccc4nncn4n3)c2)cc1	-31	-172	-0.2	1	-86	1	-6	19	7	-23	-55
Cc1ccc(C(=O)Nc2nccs2)s1	-36	-172	-0.4	1	-226	4	-18	-5	7	-22	-56
